Runt-CBFb FRET: blocks binding of human RUNX1 Runt domain to CBFb. Q01196+Q13951. Cerulean-Runt/Venus-CBFb FRET ratio 530/480, 1 h. inhibition, % at 20 µM. 0.46% of 220,000 active. AID 1496;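 active means inhibition over about 50% at 20 µM in the single-dose screen, limit read from the data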;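 further: 0% = DMSO wells and 100% = excess unlabeled CBFb competitor control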
Target sequence (Q01196 whole entry, looked up, the tested form may be a part): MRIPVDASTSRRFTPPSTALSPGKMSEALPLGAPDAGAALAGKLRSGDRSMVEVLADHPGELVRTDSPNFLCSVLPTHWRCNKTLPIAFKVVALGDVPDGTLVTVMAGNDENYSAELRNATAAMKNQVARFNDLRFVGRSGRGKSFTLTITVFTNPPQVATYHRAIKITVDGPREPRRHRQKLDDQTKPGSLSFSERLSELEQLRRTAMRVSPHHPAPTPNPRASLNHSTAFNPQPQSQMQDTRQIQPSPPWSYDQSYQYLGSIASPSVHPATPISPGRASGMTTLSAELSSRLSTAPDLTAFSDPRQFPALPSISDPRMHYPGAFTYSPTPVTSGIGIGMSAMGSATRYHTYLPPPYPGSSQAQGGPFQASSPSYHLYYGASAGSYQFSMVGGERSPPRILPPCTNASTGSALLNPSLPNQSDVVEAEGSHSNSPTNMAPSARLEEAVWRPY
Target sequence (Q13951 whole entry, looked up, the tested form may be a part): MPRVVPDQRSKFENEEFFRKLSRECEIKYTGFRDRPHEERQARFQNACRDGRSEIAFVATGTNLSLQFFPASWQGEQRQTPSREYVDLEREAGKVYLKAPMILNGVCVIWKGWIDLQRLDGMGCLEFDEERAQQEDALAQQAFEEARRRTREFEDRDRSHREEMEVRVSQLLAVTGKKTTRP
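Measured by: fluorescence energy transfer, 422 nm excitation, 530/480 nm emission; test system: Cerulean-tagged RUNX1 Runt domain (FRET donor) fusion protein; buffer or medium: Tris pH 7.5 buffer with BSA; compound: one dose, 20 µM compound, 1% DMSO; times: two 1 h room-temperature incubations shielded from light; benchmarks: unlabeled CBFb 5 µM, positive control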
NPY Y1 blocker: NPY-Y1 (human) receptor antagonism. P25929. HEK293-CNG Y1 cells, membrane potential fluorescence; NPY at EC95, then isoproterenol. inhibition, % at 3.6 µM. 1% of 200,000 active. AID 1040;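 active means inhibition above the campaign mean inhibition of all tested compounds plus 3 SD, cut at about 20% in these data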;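 further: 0% = DMSO wells given NPY plus isoproterenol and 100% = isoproterenol alone without NPY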
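material = HEK293 cells with Y1 receptor plus CNG channel | also added = NPY 25 nM then isoproterenol 1 µM plus Ro 20-1724 25 µM | schedule = dye 3 h, compound 60 min room temperature, stimulation 45 min | measured by = membrane potential fluorescence | benchmarks = high control isoproterenol alone, low control NPY with isoproterenol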
BaF3 tox: parental Ba/F3 viability inhibition as JAK2V617F counter-screen | 1.1% of 220,000 active | CellTiter-Glo ATP luminescence | inhibition, % at 5.6 µM | AID 1486;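 active means inhibition above a per-campaign cutoff, the mean inhibition of all tested compounds plus 3 SD, cut at about 27% in these data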;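 further: 0% = DMSO wells and 100% = JAK Inhibitor I control wells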
NPY-Y2 PAM-ag: potentiates or activates human NPY-Y2 receptor; cells expressing NPY-Y2, potentiator/agonist read-out; activation, % at 3.6 µM; 0.45% of 220,000 active; in the data active means activation above about 27%;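 further: cells stimulated with NPY near EC25 plus isoproterenol at EC100; 0% = vehicle plus submaximal agonist and 100% = vehicle plus saturating agonist; some results beyond the cut were filed as inactive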
RBBP9 inhibitor: inhibitors of human serine hydrolase RBBP9. recombinant RBBP9, FP-Rh probe fluorescence polarization. inhibition, % at 7.94 µM. 0.2% of 220,000 active;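 active means inhibition above the campaign mean of all tested compounds plus 3 SD, cut at about 14% in these data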;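 further: plate controls were DMSO wells with RBBP9 for no effect and wells lacking RBBP9 protein for full effect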
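System: RBBP9 protein | Quantity: 2.5 µM RBBP9 dispensing solution, before mixing | Reagent: FP-Rh probe, 375 nM dispensing solution | Timing: Enzyme-compound preincubation 30 min, then probe labeling 45 min, 25 °C | Measured by: Fluorescence polarization | Read-out: % inhibition | Replication: One well per compound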
Ba/F3 V617F tox: reduce viability of Ba/F3 cells dependent on JAK2V617F; Ba/F3 EpoR-JAK2V617F viability, ATP luminescence; inhibition, % at 5.6 µM; 1.1% of 220,000 active;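 active means inhibition above the campaign mean plus 3 SD over all tested compounds, cut at about 24% in these data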;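 further: cytokine-independent growth of Ba/F3 cells driven by EpoR plus mutant JAK2; 0% = DMSO-treated cells and 100% = JAK inhibitor I control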
S1P4 ag: activates the human S1P4 receptor | O95977 | AID 1509 | activation, % at 4.98 µM | S1P4-expressing cell line, agonist reporter assay | 0.35% of 220,000 active; in the data active means activation above about 11%;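 further: 0% = DMSO vehicle and 100% = reference agonist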
Target sequence (O95977 whole entry, looked up): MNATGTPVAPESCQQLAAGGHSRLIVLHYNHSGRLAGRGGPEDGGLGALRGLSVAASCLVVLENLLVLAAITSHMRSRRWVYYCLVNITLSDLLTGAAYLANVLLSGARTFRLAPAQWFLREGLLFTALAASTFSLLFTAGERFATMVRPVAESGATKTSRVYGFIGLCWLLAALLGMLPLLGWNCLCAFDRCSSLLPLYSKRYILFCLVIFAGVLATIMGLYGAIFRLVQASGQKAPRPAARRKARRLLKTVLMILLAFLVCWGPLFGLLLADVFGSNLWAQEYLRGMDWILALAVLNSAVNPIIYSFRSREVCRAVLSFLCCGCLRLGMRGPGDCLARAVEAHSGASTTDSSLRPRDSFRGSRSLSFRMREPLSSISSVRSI
NPY1 pot ag: potentiators or agonists of human neuropeptide Y receptor Y1. activation, % at 3.6 µM. NPY-Y1 expressing cells, potentiator/agonist activation. P25929. 0.37% of 220,000 active; in the data active means activation above about 33%, passing the limit was not always enough;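 further: cells stimulated with NPY at EC10 then isoproterenol at EC100; 0% = low agonist plus stimulus and 100% = saturating agonist plus stimulus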
S1P4 antagonist: blocks the human S1P4 receptor; O95977; S1P4-expressing cells, antagonist mode, reporter read-out; inhibition, % at 4.98 µM; 0.26% of 220,000 active; AID 1510; in the data active means inhibition above about 29%;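 further: 0% = wells stimulated with agonist and 100% = vehicle wells without agonist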
Starred values were filed as active, the others as inactive.

COCCn1nnnc1C(c1ccc(O)c(OC)c1)N1CCc2ccccc2C1 (configuration not stated) was read as Runt-CBFb FRET 12, NPY Y1 blocker 8, BaF3 tox 1, NPY-Y2 PAM-ag -7, RBBP9 inhibitor -9, Ba/F3 V617F tox -1, S1P4 ag -0.7, NPY1 pot ag -3 and S1P4 antagonist -16.
CCCCNC(=O)c1ccc2c(c1)N(CC)C(=O)CS2 was read as Runt-CBFb FRET 0, NPY Y1 blocker 1, BaF3 tox 3, NPY-Y2 PAM-ag -17, RBBP9 inhibitor -7, Ba/F3 V617F tox 0, S1P4 ag -1.1, NPY1 pot ag -3 and S1P4 antagonist 6.
Nc1cc(N)c(OCC(F)(F)F)cc1OCC(F)(F)F was read as Runt-CBFb FRET 0, NPY Y1 blocker -2, BaF3 tox 3, NPY-Y2 PAM-ag 21, RBBP9 inhibitor -4, Ba/F3 V617F tox -3, S1P4 ag -0.3, NPY1 pot ag 4 and S1P4 antagonist -5.
Screening CCc1c(C)nc(N)nc1Cl returned Runt-CBFb FRET 2, BaF3 tox -10, NPY-Y2 PAM-ag -8, RBBP9 inhibitor -1, Ba/F3 V617F tox 3, S1P4 ag 0.8, NPY1 pot ag 23 and S1P4 antagonist -22.
Screening Cc1ccc(CC2CC(=O)N(CCc3ccc4c(c3)OCO4)C2=O)cc1 (configuration not stated) returned Runt-CBFb FRET -2, NPY Y1 blocker 7, BaF3 tox 2, NPY-Y2 PAM-ag -3, RBBP9 inhibitor -3, Ba/F3 V617F tox -4, S1P4 ag 2.2, NPY1 pot ag 7 and S1P4 antagonist -5.
O=C(CSc1nn(-c2ccc(F)cc2)c(=S)s1)N1CCN(C(=O)c2ccco2)CC1 was read as Runt-CBFb FRET -3, NPY Y1 blocker 6, BaF3 tox 4, NPY-Y2 PAM-ag -8, RBBP9 inhibitor -9, Ba/F3 V617F tox -1, S1P4 ag 0.3, NPY1 pot ag 10 and S1P4 antagonist -12.
CC1=C(C(=O)OCC2CCCO2)C(c2ccc(C)cc2)C2=C(CCCC2=O)N1 (configuration not stated) was read as Runt-CBFb FRET 5, NPY Y1 blocker -1, BaF3 tox 3, NPY-Y2 PAM-ag -2, RBBP9 inhibitor 3, Ba/F3 V617F tox 0, S1P4 ag 2.0, NPY1 pot ag 0 and S1P4 antagonist -10.
Screening N/C(=N\OC(=O)C1CCCCC1)c1cccc([N+](=O)[O-])c1 returned Runt-CBFb FRET -5, NPY Y1 blocker -1, BaF3 tox 2, NPY-Y2 PAM-ag -4, RBBP9 inhibitor 0, Ba/F3 V617F tox -5, S1P4 ag -0.8, NPY1 pot ag -22 and S1P4 antagonist -9.
Screening CCn1cc(C(=O)O)c(=O)c2cnc(N3CCN(C(=S)NC(=O)c4ccc(Br)cc4)CC3)nc21 returned Runt-CBFb FRET 3, BaF3 tox 2, NPY-Y2 PAM-ag 5, RBBP9 inhibitor 4, Ba/F3 V617F tox 1, S1P4 ag 0.0, NPY1 pot ag 6 and S1P4 antagonist -14.
COC(=O)C1CN(S(=O)(=O)c2ccccc2)CCN1S(=O)(=O)c1ccccc1 (configuration not stated) was read as Runt-CBFb FRET 1, NPY Y1 blocker -3, BaF3 tox 3, NPY-Y2 PAM-ag 20, RBBP9 inhibitor -9, Ba/F3 V617F tox 1, S1P4 ag 3.6, NPY1 pot ag 13 and S1P4 antagonist -8.
CC(C)NC(=O)C(=O)c1cn(C)c2ccccc12 was read as Runt-CBFb FRET 2, NPY Y1 blocker -5, BaF3 tox 0, NPY-Y2 PAM-ag 9, RBBP9 inhibitor -4, Ba/F3 V617F tox -1, S1P4 ag -0.1, NPY1 pot ag 14 and S1P4 antagonist -9.
Screening C/C(=N\NC(=O)c1ccc(N/N=C(\C)c2ccc(O)cc2)cc1)c1ccc(O)cc1 returned Runt-CBFb FRET 2, BaF3 tox -1, NPY-Y2 PAM-ag -8, RBBP9 inhibitor 2, Ba/F3 V617F tox -2, S1P4 ag 0.3, NPY1 pot ag 18 and S1P4 antagonist 7.

Compounds from the list above containing fluorine, in the order listed:
Nc1cc(N)c(OCC(F)(F)F)cc1OCC(F)(F)F was read as Runt-CBFb FRET 0, NPY Y1 blocker -2, BaF3 tox 3, NPY-Y2 PAM-ag 21, RBBP9 inhibitor -4, Ba/F3 V617F tox -3, S1P4 ag -0.3, NPY1 pot ag 4 and S1P4 antagonist -5.
O=C(CSc1nn(-c2ccc(F)cc2)c(=S)s1)N1CCN(C(=O)c2ccco2)CC1 was read as Runt-CBFb FRET -3, NPY Y1 blocker 6, BaF3 tox 4, NPY-Y2 PAM-ag -8, RBBP9 inhibitor -9, Ba/F3 V617F tox -1, S1P4 ag 0.3, NPY1 pot ag 10 and S1P4 antagonist -12.

Next structures:
Screening COCCCn1c(C)nnc1-c1cnn(-c2ccccc2)c1N returned Runt-CBFb FRET 0, NPY Y1 blocker 3, BaF3 tox 6, NPY-Y2 PAM-ag 0, RBBP9 inhibitor 6, Ba/F3 V617F tox 1, S1P4 ag -0.5, NPY1 pot ag 10 and S1P4 antagonist -5.
`O=C(Nc1ccc(N2CCOCC2)cc1)C1CCN(C(=O)OCc2ccccc2)CC1` gave Runt-CBFb FRET -1, BaF3 tox -1, NPY-Y2 PAM-ag -4, RBBP9 inhibitor -7, Ba/F3 V617F tox -3, S1P4 ag -1.4, NPY1 pot ag -2 and S1P4 antagonist 9.
`N#C/C(=C\c1cccnc1)c1ccc(Br)cc1` gave Runt-CBFb FRET 2, BaF3 tox 0, NPY-Y2 PAM-ag -29, RBBP9 inhibitor -1, Ba/F3 V617F tox 0, S1P4 ag 1.3, NPY1 pot ag -11 and S1P4 antagonist 5.
For O=C(CCNC(=O)c1ccccc1Cl)Nc1ccc(Cl)c(C(F)(F)F)c1 the results were Runt-CBFb FRET -5, NPY Y1 blocker 2, BaF3 tox 3, NPY-Y2 PAM-ag 1, RBBP9 inhibitor -10, Ba/F3 V617F tox -3, S1P4 ag 1.8, NPY1 pot ag 3 and S1P4 antagonist -25.
`O=C(Nc1ccccc1)N1CCC(C(=O)N(Cc2ccco2)Cc2cccs2)CC1` gave Runt-CBFb FRET 1, NPY Y1 blocker 0, BaF3 tox 3, NPY-Y2 PAM-ag -10, RBBP9 inhibitor -7, Ba/F3 V617F tox -2, S1P4 ag -2.7, NPY1 pot ag -3 and S1P4 antagonist -2.
`CCOC(=O)C(NS(=O)(=O)c1ccc(C)cc1)(C(F)(F)F)P(=O)(OCC(C)C)OCC(C)C` (configuration not stated) gave Runt-CBFb FRET -7, NPY Y1 blocker -3, BaF3 tox 3, NPY-Y2 PAM-ag 5, RBBP9 inhibitor -8, Ba/F3 V617F tox 2, S1P4 ag 1.2, NPY1 pot ag 8 and S1P4 antagonist -20.
Screening Cc1cc(C)c(C#N)c(SCS(=O)Cc2ccc(Cl)cc2)n1 (configuration not stated) returned Runt-CBFb FRET -3, NPY Y1 blocker 7, BaF3 tox -1, NPY-Y2 PAM-ag -12, RBBP9 inhibitor -7, Ba/F3 V617F tox 0, S1P4 ag 0.3, NPY1 pot ag -4 and S1P4 antagonist -10.
CCOc1ccccc1N(CC(=O)NC(C)(C)C)C(=O)c1ccc(CN2CCOCC2)o1 was read as Runt-CBFb FRET 0, NPY Y1 blocker 12, BaF3 tox 1, NPY-Y2 PAM-ag -22, RBBP9 inhibitor -2, Ba/F3 V617F tox -1, S1P4 ag -0.6, NPY1 pot ag -6 and S1P4 antagonist -3.
For Nc1ncnc2nc(SCC(=O)N3CCN(c4ccccc4)CC3)[nH]c12 the results were Runt-CBFb FRET 1, NPY Y1 blocker -3, BaF3 tox 3, NPY-Y2 PAM-ag -4, RBBP9 inhibitor -1, Ba/F3 V617F tox -1, S1P4 ag 1.9, NPY1 pot ag -34 and S1P4 antagonist -4.
For COc1ccc(NC(=O)C2CCN(S(=O)(=O)c3ccc(C)cc3)CC2)cc1OC the results were Runt-CBFb FRET 1, NPY Y1 blocker -1, BaF3 tox 2, NPY-Y2 PAM-ag 1, RBBP9 inhibitor 3, Ba/F3 V617F tox -4, S1P4 ag -1.4, NPY1 pot ag 20 and S1P4 antagonist -6.
Screening O=C1C2C3C=CC(C4CC34)C2C(=O)N1/N=C/c1cccs1 (configuration not stated) returned Runt-CBFb FRET 0, NPY Y1 blocker 6, BaF3 tox 5, NPY-Y2 PAM-ag -4, RBBP9 inhibitor -4, Ba/F3 V617F tox 2, S1P4 ag -0.4, NPY1 pot ag -22 and S1P4 antagonist -12.
Nc1c(-c2ccccc2)c(CSc2nc3ccccc3[nH]2)nn1-c1cccc(C(=O)O)c1 was read as Runt-CBFb FRET -2, NPY Y1 blocker -3, BaF3 tox 5, NPY-Y2 PAM-ag -8, RBBP9 inhibitor -5, Ba/F3 V617F tox 3, S1P4 ag -1.1, NPY1 pot ag 16 and S1P4 antagonist -2.
`N[C@@H](Cc1cc(I)c(O)c(I)c1)C(=O)O` gave Runt-CBFb FRET -1, NPY Y1 blocker 3, BaF3 tox 3, NPY-Y2 PAM-ag 9, RBBP9 inhibitor -1, Ba/F3 V617F tox -3, S1P4 ag 1.0, NPY1 pot ag 6 and S1P4 antagonist -6.
CC1(C)CC(=O)c2cc(C(=O)Nn3cnnc3)c(=O)n(-c3ccccc3)c2C1 was read as Runt-CBFb FRET -1, NPY Y1 blocker -6, BaF3 tox 7, NPY-Y2 PAM-ag 6, RBBP9 inhibitor -3, Ba/F3 V617F tox 4, S1P4 ag -0.5, NPY1 pot ag -1 and S1P4 antagonist -5.
Screening CC(C)(C)NC(=O)NC(=O)COC(=O)C1=COCCO1 returned Runt-CBFb FRET -1, NPY Y1 blocker 3, BaF3 tox 10, NPY-Y2 PAM-ag -17, RBBP9 inhibitor 5, Ba/F3 V617F tox -2, S1P4 ag -0.8, NPY1 pot ag -11 and S1P4 antagonist 7.
For CCC(=O)NNc1cccc(Cl)n1 the results were Runt-CBFb FRET -1, NPY Y1 blocker 1, BaF3 tox 8, NPY-Y2 PAM-ag -11, RBBP9 inhibitor -6, Ba/F3 V617F tox 6, S1P4 ag -2.0, NPY1 pot ag 18 and S1P4 antagonist -28.
Screening CCOC(=O)c1ccc(N2C(=O)CC(Nc3ccc(O)cc3)C2=O)cc1 (configuration not stated) returned Runt-CBFb FRET 4, BaF3 tox -3, NPY-Y2 PAM-ag 8, RBBP9 inhibitor -3, Ba/F3 V617F tox -2, S1P4 ag -0.4, NPY1 pot ag -21 and S1P4 antagonist -2.
O=C(O)CCC(NS(=O)(=O)c1ccc(N2CCCC2=O)cc1)C(=O)O (configuration not stated) was read as Runt-CBFb FRET 1, NPY Y1 blocker 3, BaF3 tox 10, NPY-Y2 PAM-ag 12, RBBP9 inhibitor 6, Ba/F3 V617F tox 0, S1P4 ag 0.6, NPY1 pot ag -2 and S1P4 antagonist -18.
